High-throughput results deposited in PubChem by The Scripps Research Institute Molecular Screening Center.
OX1R antag-1: antagonists of human orexin 1 receptor (OX1R) | AID 485270, 2010 | inhibition, % at 6.6 µM | Orexin/Hypocretin receptor type 1 (Homo sapiens), O43613 | actives 1.8% (n = 330,000) | OX1R-expressing cells, FRET antagonist read-out; in the data active = inhibition mostly above about 38%, no sharp cut-off; inactive = mostly below about 40%;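 note: 0% = agonist challenge alone and 100% = reference antagonist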
Target sequence (O43613 whole entry, looked up): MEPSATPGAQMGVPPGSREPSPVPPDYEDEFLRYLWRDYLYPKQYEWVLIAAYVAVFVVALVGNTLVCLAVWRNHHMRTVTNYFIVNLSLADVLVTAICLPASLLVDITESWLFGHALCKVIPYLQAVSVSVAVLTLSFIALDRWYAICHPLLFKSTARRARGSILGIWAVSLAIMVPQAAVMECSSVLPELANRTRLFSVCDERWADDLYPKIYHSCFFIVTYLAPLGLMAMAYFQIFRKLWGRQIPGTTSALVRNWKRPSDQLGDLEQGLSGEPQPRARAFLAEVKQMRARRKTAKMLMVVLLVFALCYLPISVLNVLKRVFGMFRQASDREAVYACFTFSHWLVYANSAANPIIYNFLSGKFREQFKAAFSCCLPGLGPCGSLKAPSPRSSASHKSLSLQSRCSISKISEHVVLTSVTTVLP
OX1R antag-2: OX1R (HCRTR1) antagonists, primary screen, fluorescence, CHO/OX1R cells, Fluo-8 calcium, orexin A | Orexin/Hypocretin receptor type 1 (Homo sapiens), O43613 | Fluo-8 calcium fluorescence | inhibition, % at 5 µM | actives 0.43% (n = 330,000) | AID 434989, 2010;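 active = inhibition above its plate's threshold, mean inhibition of all tested compounds on the plate plus 3 SD, cut at about 37% in these data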;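 note: 0% = orexin A challenge wells and 100% = SB-334867-A antagonist wells; not every result past the cut was called active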
An asterisk follows results filed as active.

O=C1CCC(=O)N1c1nc2nc(-c3ccccc3)cc(-c3ccccc3)n2n1 was read as OX1R antag-1 18.2 and OX1R antag-2 -26.9.
Screening CC1(C)CC(=O)C=C(Nc2ccc3c(c2)OCCO3)C1 returned OX1R antag-1 10.0 and OX1R antag-2 -11.3.
For CC(=O)C1=C(C)NC(=S)NC1c1cccc([N+](=O)[O-])c1 (stereo unspecified) the results were OX1R antag-1 11.5 and OX1R antag-2 -12.9.
For C=CCC(NC(=O)Cc1ccccc1)C(=O)NCCC (stereo unspecified) the results were OX1R antag-1 5.5 and OX1R antag-2 0.8.
Screening COc1ccc2nc(NC(=O)NC3CCCCC3)sc2c1 returned OX1R antag-1 12.9 and OX1R antag-2 -33.5.
Cc1cc(C)n2cc(CSc3nc4ccccc4s3)nc2n1 was read as OX1R antag-1 25.5 and OX1R antag-2 -16.7.
For C/C(Cc1ccccc1)=N\NC(=O)CNC(=O)c1ccc2c(c1)OCCO2 the results were OX1R antag-1 8.0 and OX1R antag-2 -14.6.
`CC(=O)c1ccc(N2CCN(S(=O)(=O)c3ccc4c(c3)CC(C)N4C(C)=O)CC2)cc1` (stereo unspecified) gave OX1R antag-1 25.1 and OX1R antag-2 42.3*.
CN(C)c1nc(N)nc(Nc2ccccc2C#N)n1 was read as OX1R antag-1 13.6 and OX1R antag-2 0.7.
For Cc1cc(-c2nc3ncccc3o2)ccc1N the results were OX1R antag-1 23.7 and OX1R antag-2 -11.2.
For CCc1cc2c(CN(C)Cc3ccccc3F)cc(=O)oc2cc1O the results were OX1R antag-1 16.6 and OX1R antag-2 -10.6.
For COc1ccc(CNC(=O)C(=O)NCC2CCCN2S(=O)(=O)c2ccccc2)cc1 (stereo unspecified) the results were OX1R antag-1 10.1 and OX1R antag-2 -11.5.
CCOn1c(=O)c(-c2ccc(Br)cc2)[n+]([O-])c2ccccc21 was read as OX1R antag-1 10.1 and OX1R antag-2 -2.3.
For Cc1nn(C)cc1C(=O)Nc1ccc2c(c1)OCCO2 the results were OX1R antag-1 11.3 and OX1R antag-2 3.2.
`CN1C(=O)[C@H]2[C@@H](C3CC3)N3C(=O)CN(CCO)C(=O)[C@@]3(Cc3ccccc3)[C@H]2C1=O` gave OX1R antag-1 7.4 and OX1R antag-2 1.9.
`Cc1ccccc1N1C(=O)c2cccc3cccc(c23)C1=O` gave OX1R antag-1 19.9 and OX1R antag-2 -13.2.
O=C(Cc1sc(-c2ccccc2Cl)nc1-c1ccccc1)Nc1ccccc1 was read as OX1R antag-1 6.0 and OX1R antag-2 -26.1.
O=C(NCc1ccccc1)c1ccc(NS(=O)(=O)c2cccs2)cc1 was read as OX1R antag-1 4.2 and OX1R antag-2 12.2.
CCOC(=O)c1ccccc1NC(=O)CN(c1ccccc1)S(=O)(=O)N(C)C was read as OX1R antag-1 21.5 and OX1R antag-2 -20.0.
For COc1ccc(S(=O)(=O)Nc2cc3c(C(C)=O)c(C)oc3c3ccccc23)cc1 the results were OX1R antag-1 6.1 and OX1R antag-2 -19.9.
For Cn1c(CNc2ccccc2O)nc2ccccc21 the results were OX1R antag-1 23.2 and OX1R antag-2 -21.6.
For COc1ccc(OC)c(S(=O)(=O)n2c([N+](=O)[O-])cnc2C)c1 the results were OX1R antag-1 20.8 and OX1R antag-2 -3.1.
COc1cccc(CNC(=O)CCS(=O)(=O)c2ccc3c(c2)CC(C)N3C(=O)C2CC2)c1 (stereo unspecified) was read as OX1R antag-1 17.9 and OX1R antag-2 -32.8.
For COC(=O)c1ccc2nc(C)c(C)nc2c1 the results were OX1R antag-1 19.8 and OX1R antag-2 -7.4.
CCOc1ccccc1NC(=O)Cn1c(=O)n(CCC(=O)NC2CCCC2)c(=O)c2ccccc21 was read as OX1R antag-1 1.9 and OX1R antag-2 -16.0.
Screening CCOc1ccc(NC(=O)CN(C)C(=O)CN2C(=O)C3CCCCC3C2=O)cc1OCC (stereo unspecified) returned OX1R antag-1 -0.2 and OX1R antag-2 -9.9.
For COc1cccc(-c2csc(NC3OC(=O)c4c3ccc(OC)c4OC)n2)c1 (stereo unspecified) the results were OX1R antag-1 -1.5 and OX1R antag-2 -4.2.
For O=c1[nH]cnc2c1sc1nc(C(F)F)cc(-c3ccccc3)c12 the results were OX1R antag-1 1.7 and OX1R antag-2 -9.1.
`O=C(OCC(=O)C12CC3CC(CC(C3)C1)C2)c1ccc(CO)cc1` gave OX1R antag-1 12.8 and OX1R antag-2 -8.3.
CCOC(=O)CCSc1cc(C)c2ccccc2n1 was read as OX1R antag-1 16.8 and OX1R antag-2 -5.4.
Screening COc1cccc(-n2nnnc2SCC(=O)NCCc2ccccc2)c1 returned OX1R antag-1 13.5 and OX1R antag-2 -26.1.
`O=C(NCc1ccc(Cl)cc1)C1CC(O)CN1S(=O)(=O)c1ccc(Cl)cc1` (stereo unspecified) gave OX1R antag-1 4.4 and OX1R antag-2 -8.9.
For Nc1ccc(Cl)c(S(=O)(=O)Nc2ccccc2Cl)c1 the results were OX1R antag-1 6.6 and OX1R antag-2 -1.7.
For CCC1Oc2ccccc2N(CC(=O)NCc2ccco2)C1=O (stereo unspecified) the results were OX1R antag-1 6.0 and OX1R antag-2 -19.4.
Screening FC(F)(F)c1ccc(CN2CCCCCC2)cc1 returned OX1R antag-1 20.4 and OX1R antag-2 10.6.
Screening O=C(Nc1ccc2oc(-c3cccc4ccccc34)nc2c1)c1ncn[nH]1 returned OX1R antag-1 45.2 and OX1R antag-2 -9.1.
Screening CCOC(=O)C1CCN(C(=O)c2cccc(Cl)c2)CC1 returned OX1R antag-1 11.1 and OX1R antag-2 -14.7.
For Cc1ccccc1NS(=O)(=O)c1cc(C(=O)NCc2ccncc2)ccc1Cl the results were OX1R antag-1 17.7 and OX1R antag-2 -16.1.
For O=C1Cc2ccccc2C(=O)N1Cc1ccccc1 the results were OX1R antag-1 23.4 and OX1R antag-2 -23.6.
Screening CCOC(=O)c1sc(NC(=O)/C=C/c2ccccc2)nc1C returned OX1R antag-1 -0.5 and OX1R antag-2 -3.4.
`O=[N+]([O-])c1ccccc1S(=O)(=O)N/C(=N/S(=O)(=O)c1ccccc1)c1ccccc1` gave OX1R antag-1 5.7 and OX1R antag-2 -2.2.
For COC(=O)C1CCN(C(=O)c2cc(S(=O)(=O)N3CCCCC3)ccc2Cl)CC1 the results were OX1R antag-1 10.7 and OX1R antag-2 9.1.
For O=C(/C=C/c1cccc(Cl)c1)c1nc2ccccc2[nH]1 the results were OX1R antag-1 31.1 and OX1R antag-2 -13.5.
Screening COc1ccc(/C=N/n2cnnc2SCc2ccccc2)cc1 returned OX1R antag-1 17.9 and OX1R antag-2 -26.0.
Cc1cc(-n2c(C)cc(C(=O)CSc3ccc4c(c3)OCCO4)c2C)no1 was read as OX1R antag-1 25.6 and OX1R antag-2 -8.9.
Screening CCCCn1c(N)c(N(CC)C(=O)CSCc2ccc(C)cc2)c(=O)[nH]c1=O returned OX1R antag-1 24.9 and OX1R antag-2 -14.6.
Screening C=CCOC(=O)C1=C(C)OC(N)=C(C#N)C1c1ccoc1 (stereo unspecified) returned OX1R antag-1 16.8 and OX1R antag-2 21.4.
Screening Cc1ccc(OCC(=O)N2CC3(C)CC2CC(C)(C)C3)cc1 (stereo unspecified) returned OX1R antag-1 24.8 and OX1R antag-2 -20.6.
Screening O=C(c1ccc(-n2cccc2)cc1)N1CCOCC1 returned OX1R antag-1 14.1 and OX1R antag-2 -4.3.
For COC(=O)NNC(=O)c1ccc(Cl)cc1Cl the results were OX1R antag-1 20.8 and OX1R antag-2 -2.7.
For CCN(CC(=O)NCc1cccs1)C(=O)/C=C/c1cccc(Cl)c1Cl the results were OX1R antag-1 23.6 and OX1R antag-2 -43.9.
COc1ccc(CNC(=O)CC(C)c2ccccc2)cc1 (stereo unspecified) was read as OX1R antag-1 18.8 and OX1R antag-2 0.4.
For N#CC1=C(N)C(C#N)(C#N)[C@H](c2ccsc2)[C@H]2COCC=C12 the results were OX1R antag-1 6.1 and OX1R antag-2 5.8.
Screening COC(=O)c1ccc(NC(=S)NC(=O)c2cccnc2)cc1 returned OX1R antag-1 2.0 and OX1R antag-2 -11.5.
`C#CCNC(=O)C1=C[C@@H](c2ccc(C#C)cc2)[C@H](CCCO)[C@@H](OCC)O1` gave OX1R antag-1 12.0 and OX1R antag-2 -21.8.
Screening CC(=O)c1sc(NC(C)c2ccccc2)nc1C (stereo unspecified) returned OX1R antag-1 1.4 and OX1R antag-2 -11.2.
For Nc1nc(Nc2ccccc2F)nc(NCCO)c1[N+](=O)[O-] the results were OX1R antag-1 10.7 and OX1R antag-2 -13.2.
`CC(C)NC(=S)N=Nc1c(O)[nH]c2ccc(C(C)C)cc12` gave OX1R antag-1 14.8 and OX1R antag-2 -60.2.
For CCCC(=O)OCC(=O)Nc1cc([N+](=O)[O-])ccc1OC the results were OX1R antag-1 25.1 and OX1R antag-2 -6.7.
`COc1ccc(C(CNC(=O)COc2ccccc2C)N2CCCC2)cc1` (stereo unspecified) gave OX1R antag-1 15.0 and OX1R antag-2 -20.6.

Quoted at random: 2 compounds from above.
Screening CCCCn1c(N)c(N(CC)C(=O)CSCc2ccc(C)cc2)c(=O)[nH]c1=O returned OX1R antag-1 24.9 and OX1R antag-2 -14.6.
Screening C=CCOC(=O)C1=C(C)OC(N)=C(C#N)C1c1ccoc1 (stereo unspecified) returned OX1R antag-1 16.8 and OX1R antag-2 21.4.

Ordered by molar mass (smallest number first): 5 of the compounds above.
For O=C1Cc2ccccc2C(=O)N1Cc1ccccc1 the results were OX1R antag-1 23.4 and OX1R antag-2 -23.6.
Screening Cc1ccc(OCC(=O)N2CC3(C)CC2CC(C)(C)C3)cc1 (stereo unspecified) returned OX1R antag-1 24.8 and OX1R antag-2 -20.6.
Screening COC(=O)c1ccc(NC(=S)NC(=O)c2cccnc2)cc1 returned OX1R antag-1 2.0 and OX1R antag-2 -11.5.
For COc1cccc(-c2csc(NC3OC(=O)c4c3ccc(OC)c4OC)n2)c1 (stereo unspecified) the results were OX1R antag-1 -1.5 and OX1R antag-2 -4.2.
`O=[N+]([O-])c1ccccc1S(=O)(=O)N/C(=N/S(=O)(=O)c1ccccc1)c1ccccc1` gave OX1R antag-1 5.7 and OX1R antag-2 -2.2.

(continued)
CCC(=O)OCn1nnc2ccccc2c1=O was read as OX1R antag-1 4.8 and OX1R antag-2 -16.1.
Screening Nc1ccccc1C#CCCCCO returned OX1R antag-1 3.4 and OX1R antag-2 6.7.
`CCOc1ccc2ccccc2c1/C=N\NC(=O)OC` gave OX1R antag-1 8.1 and OX1R antag-2 5.0.
Screening CC(C)c1ccccc1OCCCCCNCCO returned OX1R antag-1 8.6 and OX1R antag-2 -3.3.
CCOc1ccc(N(C)C(=O)CCc2nnc3ccc(N4CCC5(CC4)OCCO5)nn23)cc1 was read as OX1R antag-1 5.3 and OX1R antag-2 -24.1.
C[C@H]1CN=C(Nc2ccccc2)N1CCC1CCCCC1 was read as OX1R antag-1 32.9 and OX1R antag-2 -27.7.
`Nc1nonc1-n1nnc(C(=O)N/N=C/c2ccncc2)c1-c1cccs1` gave OX1R antag-1 5.3 and OX1R antag-2 -21.4.
Screening Cc1c(C(=O)Nc2cccc([N+](=O)[O-])c2)csc1-c1ccccc1 returned OX1R antag-1 72.2* and OX1R antag-2 8.9.
For O=C(/C=C/Nc1ccccc1O)c1ccco1 the results were OX1R antag-1 7.0 and OX1R antag-2 -0.7.
O=C1c2nccnc2C(=O)N1c1ccc(C(F)(F)F)cc1 was read as OX1R antag-1 -2.7 and OX1R antag-2 -14.2.
For Cc1cccc(NC(=O)c2cc(NC(=O)C3CC=CCC3C(=O)O)ccc2N2CCOCC2)c1 (stereo unspecified) the results were OX1R antag-1 4.7 and OX1R antag-2 -18.7.
Screening O=C(CCN1C(=O)c2ccccc2C1=O)Nc1ccc(S(=O)(=O)NC2=NCCCCC2)cc1 returned OX1R antag-1 15.8 and OX1R antag-2 1.2.
Screening COc1ccc(CN2C(=O)Cc3c2nc(N)c2c(N)nc(N4CCCCC4)c(C#N)c32)cc1 returned OX1R antag-1 11.4 and OX1R antag-2 -14.7.
COc1ccccc1NS(=O)(=O)c1ccc(C(=O)NCC2(N(C)C)CCCCC2)cc1 was read as OX1R antag-1 18.6 and OX1R antag-2 -26.9.
For O=C(C[N+]1(CC#Cc2ccccc2)CCCCC1)c1ccc(Cl)cc1 the results were OX1R antag-1 19.5 and OX1R antag-2 1.7.
O=C1CC(C(=O)N2CCOCC2)C2(CCCCC2)O1 (stereo unspecified) was read as OX1R antag-1 18.8 and OX1R antag-2 -7.3.
For O=[N+]([O-])c1ccccc1Oc1ncccc1[N+](=O)[O-] the results were OX1R antag-1 34.8 and OX1R antag-2 4.7.
`CCOC(=O)C1CCN(c2nc3ccccc3nc2C(C#N)C(=O)OC(C)C)CC1` (stereo unspecified) gave OX1R antag-1 11.6 and OX1R antag-2 -14.7.
Screening C1CCN=C(NC23CC4CC(CC(C4)C2)C3)CC1 returned OX1R antag-1 10.3 and OX1R antag-2 -2.0.
`CC(=O)c1ccc(N(C(=O)CNC(=O)c2ccco2)C(C(=O)NC2CCCC2)c2ccco2)cc1` (stereo unspecified) gave OX1R antag-1 10.7 and OX1R antag-2 6.1.
For CC1(C)N=C(N)N=C(N)N1c1cccc(C(=O)O)c1 the results were OX1R antag-1 8.7 and OX1R antag-2 -1.4.
`COc1ccc(NC(=O)CNC(=O)Cc2cccc3ccccc23)c(OC)c1` gave OX1R antag-1 13.9 and OX1R antag-2 -27.2.

This is a random part of the collection. Share with any hit: about 2.1%.
